# Mito fusion yeast: qHTS Assay for Small Molecule Inhibitors of Mitochondrial Division or Activators of Mitochondrial Fusion. S. cerevisiae fusion-defective mutant growth rescue, CellTiterGlo 48 h. Potency, µM (top dose mostly 46.1 µM), for inactives: at the top dose growth rescue (activation), most hits filed as activators. actives 0.23% (n = 320,000). AID 485298, 2010;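 note: potency is the fitted concentration of half-maximal effect; % of control where 0% means no effect; nearly all actives have a fitted effect of over 45% in size; temperature-sensitive fusion mutants such as fzo1-1 at 37 °C on non-fermentable ethanol glycerol medium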
#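 Growth-rescue viability read-out: after 48 h at the non-permissive 37C in glycerol/ethanol YPEG, yeast mitochondrial fusion mutants are measured by CellTiterGlo luminescence; compounds (23 nl pinned per well) restoring growth score as division inhibitors or fusion activators.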
# TCR activator: Activators of T cell receptors: qHTS campaign | primary human leukocytes, anti-CD3, IL-2 HTRF, 48 h | Potency, µM (series often up to 9.22 µM), inactives show at the top dose activation of IL-2 secretion, usual class: activators | 330,000 tested, under 10 active; note: % of control where 0% means no effect
#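 Compounds are tested in HTS on primary human leukocytes co-incubated with a-CD3 beads for 48 hr. IL-2 output is measured by time-resolved FRET.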
# Eya2 inh: qHTS Assay for Inhibitors of the Phosphatase Activity of Eya2 | AID 488837, 2010 | recombinant Eya2, OMFP fluorescence dephosphorylation (OMFP is methylfluorescein phosphate) | actives 0.006% (n = 330,000) | Protein phosphatase EYA2 (Homo sapiens), O00167 | Potency, µM (series often up to 76.9 µM), without a hit: at the highest dose activity, negative = inhibition, hits mostly inhibitors; note: potency is the fitted concentration of half-maximal effect; % is set by controls: 0 for no effect and ±100 for the full control effect
# Target sequence (O00167 whole entry, looked up): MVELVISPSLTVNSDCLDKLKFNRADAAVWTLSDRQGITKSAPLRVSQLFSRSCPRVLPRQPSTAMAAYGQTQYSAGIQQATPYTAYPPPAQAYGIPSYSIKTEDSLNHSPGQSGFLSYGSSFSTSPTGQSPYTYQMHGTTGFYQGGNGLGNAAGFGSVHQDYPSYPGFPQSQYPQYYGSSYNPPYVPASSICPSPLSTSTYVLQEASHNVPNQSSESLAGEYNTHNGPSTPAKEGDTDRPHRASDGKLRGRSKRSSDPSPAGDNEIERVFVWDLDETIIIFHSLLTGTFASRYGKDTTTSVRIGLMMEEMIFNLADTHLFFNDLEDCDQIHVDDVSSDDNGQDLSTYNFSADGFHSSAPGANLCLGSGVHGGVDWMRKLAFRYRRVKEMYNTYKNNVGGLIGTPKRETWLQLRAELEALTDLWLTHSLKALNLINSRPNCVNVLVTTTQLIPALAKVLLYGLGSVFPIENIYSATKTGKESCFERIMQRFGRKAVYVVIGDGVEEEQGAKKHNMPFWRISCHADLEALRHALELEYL
#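 Eya2 protein (added as 0.2 uM solution) was preincubated with compound for 10 min at ambient temperature in 50 mM HEPES pH 7.5, 50 mM NaCl, 5 uM MgCl2, 0.05% BSA, 1 mM DTT. OMFP (added at 50 uM) then reacted 10 min; fluorescence read at 485/525 nm.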
# hERG WT inh: qHTS for Inhibitors of KCHN2 3.1: Wildtype qHTS; Voltage-gated inwardly rectifying potassium channel KCNH2 (Homo sapiens), Q12809; U2OS, BacMam KCNH2, thallium flux FluxOr; active compounds read low; activity change, % at 1.84 µM; actives 0.37% (n = 340,000);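 active = maximum activity change below -70%; inconclusive = maximum activity change between -70% and -50%; inactive = maximum activity change above -50%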; note: % is set by controls: 0 for no effect and ±100 for the full control effect
#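 U2OS cells transduced with wild-type KCNH2 virus are loaded with FluxOr dye for 45 min, and thallium flux is measured in kinetic reads before and after stimulation buffer. Rate constants are normalized to DMSO controls.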
# TRPV1 ag: HTS Assay for Compounds that Act as Agonists of the Vanilloid Receptor 1; Transient receptor potential cation channel subfamily V member 1 (Homo sapiens), Q8NER1; AID 540275, 2011; TRPV1-expressing cells, Fluo-8 calcium influx, agonist mode; actives 0.19% (n = 320,000); activation, % at 8.33 µM; in the data active = activation above about 80%; inconclusive = between about 30% and that limit; note: 0% is about no effect
#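 TRPV1-expressing cells were cultured overnight at 35.5C and loaded with Fluo-8 calcium dye for 40 to 90 min at room temperature. After a 10 s baseline, compound was added and calcium influx was read kinetically for 3 min (ex 480/em 520 nm).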
# USP2a inh: qHTS Assay for Inhibitors of Ubiquitin-specific Protease USP2a Using CHOP2 as the Reporter; actives 0.01% (n = 330,000); USP2 core, Ub-CHOP2 coupled fluorogenic reporter, 485/531; Potency, µM (highest dose often 38.3 µM), for inactives: at the highest dose activity change, negative = inhibition, most hits filed as inhibitors; AID 463254, 2010;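 note: potency is the fitted concentration of half-maximal effect; plate controls were DMSO wells for no effect and full inhibition by NEM control for full effect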
#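 Cell-free coupled assay: 10nM USP2 core preincubated 30min RT with compound in Tris-HCl pH 8.0/CaCl2/CHAPS buffer, then 25nM Ub-CHOP2 and 25nM reporter substrate; fluorescence (Ex 485/Em 531) read after 60min RT, normalized to NEM inhibition, concentration-response curves fitted.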
# AT treatment: qHTS Assay for Identifying a Potential Treatment of Ataxia-Telangiectasia | […] A-T fibroblasts, KAP-1 phosphorylation AlphaLISA; neocarzinostatin DNA damage 30 min before lysis | Potency, µM (series often up to 57.5 µM), for the others: at the highest dose activation, hits mostly activators | actives 0.19% (n = 320,000); note: potency is the fitted concentration of half-maximal effect; % of control where 0% means no effect; nearly all actives have a fitted effect of over 45% in size
#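 ATM-like activity read as KAP-1 phosphorylation via AlphaLISA donor/acceptor antibody pairs after lysis and 6 hr at 25C. Cells were ATM-null patient fibroblasts ([…], hTERT), dosed 60 min, then exposed to the DSB inducer NCS for 30 min.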
# KCNH2 3.1 block: qHTS for Inhibitors of KCHN2 3.1: Mutant qHTS; activity change, % (tested at about 1.8 µM); U2OS KCNH2 3.1, thallium flux FluxOr; active compounds read low; Potassium voltage-gated channel subfamily H member 2, brain isoform KCNH2 3.1 (human); AID 720553, 2013; actives 0.95% (n = 340,000);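 active = maximum activity change below -70%; inconclusive = maximum activity change from -70% to -50%; inactive = maximum activity change above -50%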;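 note: thallium influx rate constant from kinetic fluorescence after stimulation buffer; % is set by controls: 0 for no effect and ±100 for the full control effect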
#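 Channel expression came from 3.1 mutant virus (1.77 x 10^8 /mL) applied to suspended U2OS cells for 4 h. Flux was tracked with FluxOr dye plus Red40 quencher, and kinetic rate constants normalized to controls.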
# TSHR antagonist: Antagonists of the Thyroid Stimulating Hormone Receptor: HTS campaign. actives 0.2% (n = 330,000). Thyrotropin receptor (Homo sapiens), P16473. activity change, negative = inhibition, % at 11.5 µM. AID 504810, 2011. TSHR-expressing cells, TSH-stimulated cAMP HTRF, 2 h; active compounds read low;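 active = activity change below a set negative limit, meaning inhibition stronger than a set level, cut at about -70% in these data; inconclusive = activity change between two set negative limits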; note: % is set by controls: 0 for no effect and ±100 for the full control effect
#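 TSHR-expressing cells were treated with compounds, then stimulated with TSH at EC80 (4nM final) for 2 hours at 37 deg C. Cellular cAMP was measured by HTRF competition between lysate cAMP and cAMP-d2 for a cryptate-labelled anti-cAMP antibody.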
# ELG1 repair inh: qHTS screen for small molecules that inhibit ELG1-dependent DNA repair in human embryonic kidney (HEK293T) cells expressing luciferase-tagged ELG1. Potency, µM (highest dose often 46.1 µM), for inactives: at the highest dose activity change, negative = inhibition, usual class: inhibitors. HEK293T ELG1-luciferase reporter, luminescence, 16 h; DNA damage induced by 5-fluorouridine. actives 2.3% (n = 330,000); note: potency is the fitted concentration of half-maximal effect; % is set by controls: 0 for no effect and ±100 for the full control effect; nearly all actives have a fitted effect of over 55% in size
#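 Step one: seed 2,000 cells per well. Step two: pin-transfer compound or DMSO alongside 5-fluorouridine. Step three: incubate 16 hr, 37 °C, 5% CO2. Step four: add ONE-Glo, wait 30 min, read luminescence.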
# * hit, by the source's call; ? = inconclusive; / = not tested or not shown; [ ] = remark or other dose. Unless noted, calls come from the whole dose curve; as a rule, active = well fitted curve in the direction sought with a large enough effect; inconclusive = small, poorly fitted or top-dose-only effect, or another doubt; inactive = no such curve, though single readings can be large; an effect the other way counts as inactive or inconclusive. Only part of the results is shown; the hit share may differ from the screen's.
SMILES,Mito fusion yeast,TCR activator,Eya2 inh,hERG WT inh,TRPV1 ag,USP2a inh,AT treatment,KCNH2 3.1 block,TSHR antagonist,ELG1 repair inh
Cc1ccc(C)c(S(=O)(=O)N2CCCC2CNC(=O)C(=O)NCc2ccco2)c1 (stereo not drawn),2%,-2%,0%,-9,-1,0%,-1%,7,-6,-9%
COc1ccc(OC)c(NC(=O)CCCc2ccccc2)c1,2%,0%,-2%,-5,9,0%,5%,-13,-8,3%
COc1cccc(-c2cc(C(F)(F)F)n3ncc(C(=O)N4CCc5ccccc5C4)c3n2)c1,13%,2%,15%,9,?,3%,-9%,-3,-2,21µM*
Cc1cc(NC(=O)CSc2nnc(Nc3ccccc3)s2)no1,0%,-7%,-3%,-13,-4,0%,2%,-1,9,-4%
O=C(CN1C(=O)NC2(CCCCCCC2)C1=O)NCc1ccc2c(c1)OCO2,0%,-2%,-26%,-11,1,-2%,-3%,-3,33,-6%
CCCC(=O)Nc1cccc(NC(=O)c2ccc(C)c([N+](=O)[O-])c2)c1,-1%,2%,-4%,7,-2,0%,-1%,-37,0,?
Cc1nc(SCc2ccc(O)c([N+](=O)[O-])c2)n[nH]1,-2%,-6%,-3%,5,-2,3%,-2%,-5,-2,3%
C/C(=N\NC(=O)c1nnn(-c2nonc2N)c1CN(C)c1ccccc1)c1cccs1,-1%,-1%,5%,-5,7,-2%,-2%,-6,-6,-13%
CCOC(=O)c1ccc(NC(=O)c2cc(C)nn2-c2ccccc2)cc1,-3%,-3%,1%,4,16,3%,2%,2,-8,?
COc1ccccc1-n1cnnc1SCC(=O)Nc1cc(C(C)(C)C)nn1-c1ccccc1,-2%,0%,-15%,-1,-1,1%,10%,5,-4,?
CC(C)[C@H](NC(=O)c1ccccc1)C(=O)OCC(=O)NCC1CCCO1 (stereo partly drawn),/,-6%,0%,-3,/,-14%,4%,-17,-6,?
Cc1ccccc1N(CC(=O)NCCc1ccccc1)C(=O)c1ccc(N2CCCC2)nc1,8%,-14%,-10%,15,9,-2%,4%,1,-4,?
COc1ccc(Cn2cc(C(=O)c3ccccc3)c(=O)c3cc(OC)ccc32)cc1,7%,-7%,0%,-3,-2,2%,-2%,22,5,?
CCN1CCN(c2ccc(NC(=O)c3ccco3)cc2Cl)CC1,1%,-9%,5%,-2,3,-1%,0%,-28,-19,?
COC(=O)c1ccc(NC(=O)C(=O)N2CCCC2)cc1,-3%,-21%,17%,-9,5,-1%,-3%,6,8,?
Cc1ccc(-c2cn(S(=O)(=O)c3cccc([N+](=O)[O-])c3)nc2N)cc1,0%,5%,-9%,-6,-1,-4%,5%,22,1,-19%
Cn1c(=O)c2c(nc(Br)n2CCSc2nc3ccccc3o2)n(C)c1=O,4%,-1%,0%,5,4,3%,1%,20,-11,-2%
O=S(=O)(c1ccc2nc(Cc3cccc(C(F)(F)F)c3)[nH]c2c1)N1CCOCC1,-2%,6%,13%,6,?,1%,10%,-45,2,1%
O=C(Nc1ccc(Cc2ccncc2)cc1)c1cccc([N+](=O)[O-])c1,6%,14%,2%,-14,?,0%,?,-9,-33,-3%
COc1ccc(O)c(-c2nc(N)nc(N)n2)c1,-3%,-5%,0%,2,3,-1%,-2%,9,-14,-1%
Cc1oc(-c2ccccc2)nc1CS(=O)CC(=O)N1CCc2ccccc2C1 (stereo not drawn),-4%,-2%,0%,-5,5,0%,20%,-25,6,-1%
CCCC[C@H]1COCCS(=O)(=O)N1Cc1cccc([N+](=O)[O-])c1,1%,4%,-11%,2,3,1%,6%,12,-3,25%
CCN(C(=O)COC(=O)c1ccc(OC)c(S(=O)(=O)N2CCCc3ccccc32)c1)C1CCS(=O)(=O)C1 (stereo not drawn),21%,-41%,-4%,7,-2,4%,0%,13,-4,9%
O=C(CN(Cc1ccccc1)C(=O)c1ccc2c(c1)OCCO2)NCc1ccc2c(c1)OCO2,5%,3%,16%,3,?,-3%,17%,-19,57,?
CC(C)C(C(=O)Nc1ccc(S(=O)(=O)N2CCOCC2)cc1)N1C(=O)c2ccccc2C1=O (stereo not drawn),0%,2%,-10%,3,18,0%,6%,-1,34,7%
Cc1nc(SCC2(C)CC2(Cl)Cl)n[nH]1 (stereo not drawn),6%,-8%,2%,11,4,0%,3%,3,-1,-4%
COc1cc(NC(=O)c2cccnc2)c(OC)cc1NC(=O)c1ccc(Br)cc1,-1%,1%,-2%,7,-1,2%,1%,0,-2,5%
Cc1cc(C)c2c(N)c(C(=O)NN3CC(=O)N(c4cccc(Cl)c4)CC3=O)sc2n1,3%,5%,-9%,6,-2,-1%,-7%,-4,-6,-9%
CCOC(=O)[C@H]1[C@H]2COc3ccc(Br)cc3[C@@H]2N2C(=O)c3cc(F)c(F)cc3NC(=O)[C@@]12C,-25%,-9%,-6%,-14,84*,2%,15%,-44,-12,-19%
CCOc1cc(/C=N\NC(=O)c2ccc(NC(=O)C(C)(C)C)cc2)ccc1OC(=O)c1cccc(C)c1,2%,1%,18%,2,-7,0%,-9%,3,-23,?
O=C(CSc1nc(=O)n2ccccc2n1)Nc1ccc2c(c1)OCO2,-4%,2%,-10%,1,-1,1%,19%,-22,3,18%
Cc1ccc(S(=O)(=O)N(C)C)cc1NC(=O)c1ccc(OC(F)(F)F)cc1,-5%,-1%[46.1 µM],3%,7,-1,2%,5%,-16,10,3%
CCN(c1ccccc1)S(=O)(=O)c1ccc(C(=O)Nc2ncccc2C)cc1,11%,7%,14%,2,2,2%,3%,-4,-5,14%
O=C(COC(=O)c1ccc(O)cc1)NCCCc1ccccc1,-1%,-2%,-14%,0,5,1%,-1%,-18,2,5%
Cc1ccc(NC(=O)c2cnccn2)c(C)c1,2%,0%,-5%,-17,-1,1%,7%,4,8,?
CC(C)Oc1ccc(C(=O)NCCNC(=O)c2ccco2)cc1,-13%,-2%,9%,-5,-4,0%,25%,-6,-94*,?
COCC(C)N1CCC(Oc2ccc(C(=O)NCc3ccccn3)cc2)CC1 (stereo not drawn),2%,-1%,0%,4,-1,-1%,-2%,2,17,24%
COc1ccc(OC)c(CNC(=O)C2CCCN(c3nc4ccccc4o3)C2)c1 (stereo not drawn),6%,5%,-6%,-6,-1,1%,20%,3,9,-15%
O=C(O)c1ccc(Cl)c(S(=O)(=O)N(Cc2ccccc2)c2ccc(Cl)cc2)c1,18%,7%,-22%,27,5,-2%,-5%,-1,-15,-1%
O=C(CN(CC1CCCO1)C(=O)CNS(=O)(=O)c1ccc(Cl)cc1)NC1CCCCC1 (stereo not drawn),-6%,0%,4%,-3,-2,2%,2%,7,-5,-7%
COc1ccc(NC(=O)c2cc(-c3ccco3)nc3ccccc23)cn1,1%,1%,0%,-2,-1,1%,4%,11,-16,-13%
CN1CCc2c(sc(NC(=O)C3CCN(S(=O)(=O)c4cccs4)CC3)c2C(N)=O)C1,-6%,2%,5%,4,1,0%,3%,-2,9,23%
Cn1cccc1/C=N/n1c(-c2ccccc2)n[nH]c1=S,-10%,-2%,-3%,-8,0,-1%,-1%,-7,-15,1%
CC1CCCC(NC(=O)COc2ncnc3ccccc23)C1C (stereo not drawn),/,-10%[46.1 µM],-16%,-7,/,0%,17%,1,8,14%

# Complete entries as entered above. Order of screens: Mito fusion yeast | TCR activator | Eya2 inh | hERG WT inh | TRPV1 ag | USP2a inh | AT treatment | KCNH2 3.1 block | TSHR antagonist | ELG1 repair inh
# CC1CCCC(NC(=O)COc2ncnc3ccccc23)C1C (stereo not drawn) as listed: / | -10%[46.1 µM] | -16% | -7 | / | 0% | 17% | 1 | 8 | 14%
# Cc1ccc(S(=O)(=O)N(C)C)cc1NC(=O)c1ccc(OC(F)(F)F)cc1 as listed: -5% | -1%[46.1 µM] | 3% | 7 | -1 | 2% | 5% | -16 | 10 | 3%
# Cc1ccc(NC(=O)c2cnccn2)c(C)c1 as listed: 2% | 0% | -5% | -17 | -1 | 1% | 7% | 4 | 8 | ?
# O=C(CSc1nc(=O)n2ccccc2n1)Nc1ccc2c(c1)OCO2 as listed: -4% | 2% | -10% | 1 | -1 | 1% | 19% | -22 | 3 | 18%

# Screening data deposited in PubChem BioAssay by National Center for Advancing Translational Sciences (NCATS).
